Vif-A3G inh = inhibitors of Vif-APOBEC3G interaction; actives 0.076% (n = 410,000); Potency, µM (doses to about 46.1 µM), inactives show top-dose activity, negative = active, hits mostly inhibitors; Q9HC16; HeLa A3G-eYFP + Vif (tagged APOBEC3G with the HIV-1 protein that degrades it), YFP fluorescence, overnight;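 further: potency means the concentration at half of the fitted maximal effect; on the % scale 0 is the no-effect control and ±100 the full control effect; nearly all actives have a fitted effect of over 60% in size; hits raise eYFP signal because A3G escapes Vif-driven loss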
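Read-out is eYFP fluorescence (Ex 488/Em 500-530) from Vif-expressing HeLa A3G-eYFP cells; more signal means A3G escaped Vif-mediated degradation. Cells plated overnight, compound pinned in, incubated overnight at 37 deg C.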
Vif-APOBEC3F blk = blocks the Vif interaction with APOBEC3F; Potency, µM (series often up to 46.1 µM), inactives show at the top dose activity, negative = active; HeLa A3F-eYFP + Vif (tagged APOBEC3F with the HIV-1 protein that degrades it), YFP fluorescence increase; actives 0.2% (n = 390,000); further: potency means the concentration at half of the fitted maximal effect; % of control where 0% means no effect; nearly all actives have a fitted effect of over 65% in size
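Fluorescence increase (Ex 488/Em 500-530) after overnight compound treatment at 37 deg C flags inhibition of Vif-driven A3F-eYFP loss in stable HeLa A3F-eYFP/Vif cells seeded overnight beforehand.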
Glioma ERSR ind = induces the endoplasmic reticulum stress response in human glioma cells; actives 0.02% (n = 420,000); Potency, µM, inactives show top-dose activation, hits mostly activators; U87-MG GRP78 promoter luciferase reporter, 16 h; further: potency means the concentration at half of the fitted maximal effect; series mostly up to about 76 µM; % of control where 0% means no effect; nearly all actives have a fitted effect of over 35% in size
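Stably transfected U87-MG human glioma cells carrying a GRP78-based luminescent sensor were seeded at 1000 cells/well, pin-dosed with compounds and incubated 16 h. Luciferase reagent was then added, and end-point luminescence was read after 10 min at room temperature.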
D2 antag = antagonists of human D2 dopamine receptor. P14416. HEK293 TREx D2 cells, calcium flux, dopamine EC80. inhibition, % at 10 µM. actives 2% (n = 340,000). AID 485344; in the data active means inhibition above about 30%; further: 0% is about no effect
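HEK293 T-REx D2 cells, tet-induced, calcium dye no-wash. Cpd pintool add, 180 s kinetic, then EC80 DA, 180 s kinetic. Ca flux read.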
12-LOX inh = ALOX12 (human) lipoxygenase inhibition. P18054. purified 12hLO, xylenol orange hydroperoxide absorbance. Potency, µM (doses to about 108 µM), for the others: top-dose activity change, negative = inhibition, hits mostly inhibitors. actives 1.1% (n = 580,000); further: potency means the concentration at half of the fitted maximal effect; on the % scale 0 is the no-effect control and ±100 the full control effect
Target sequence (P18054 whole entry, looked up): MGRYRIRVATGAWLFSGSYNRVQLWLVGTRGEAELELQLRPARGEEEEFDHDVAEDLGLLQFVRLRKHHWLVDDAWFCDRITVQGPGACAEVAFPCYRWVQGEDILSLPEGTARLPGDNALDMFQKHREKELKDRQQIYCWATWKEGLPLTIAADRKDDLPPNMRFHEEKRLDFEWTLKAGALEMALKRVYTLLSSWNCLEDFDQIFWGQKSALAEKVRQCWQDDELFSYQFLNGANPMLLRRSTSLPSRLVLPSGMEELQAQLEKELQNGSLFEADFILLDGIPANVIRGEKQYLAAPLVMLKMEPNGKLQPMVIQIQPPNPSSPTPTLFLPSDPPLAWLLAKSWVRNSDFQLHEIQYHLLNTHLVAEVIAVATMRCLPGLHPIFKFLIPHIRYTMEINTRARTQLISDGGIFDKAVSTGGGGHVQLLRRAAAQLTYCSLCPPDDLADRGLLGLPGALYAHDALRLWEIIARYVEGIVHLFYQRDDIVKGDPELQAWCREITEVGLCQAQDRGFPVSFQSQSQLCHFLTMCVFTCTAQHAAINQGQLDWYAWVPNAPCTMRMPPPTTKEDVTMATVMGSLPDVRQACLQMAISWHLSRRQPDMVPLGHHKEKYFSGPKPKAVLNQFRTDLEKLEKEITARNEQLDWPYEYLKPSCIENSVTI
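Purified human 12hLO at 150 nM in 25 mM Hepes, 0.01% Triton X-100, pH 7.0, preincubated 15 min at room temperature with compound. Reaction started with 40 uM arachidonic acid, 30 min at room temperature. Hydroperoxide measured by Fe-xylenol orange, 573/405 nm absorbance ratio.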
RGS4 inh = blocks human RGS4-accelerated GTP hydrolysis; P49798; Transcreener GDP fluorescence polarization, RGS4-accelerated GTP hydrolysis; Potency, µM (series often up to 114 µM), for inactives: at the top dose activity change, negative = inhibition, usual class: inhibitors; actives 0.039% (n = 390,000); further: potency means the concentration at half of the fitted maximal effect; on the % scale 0 is the no-effect control and ±100 the full control effect; nearly all actives have a fitted effect of over 75% in size; some results filed as inactive show a strong effect at the top dose
Target sequence (P49798 whole entry, looked up): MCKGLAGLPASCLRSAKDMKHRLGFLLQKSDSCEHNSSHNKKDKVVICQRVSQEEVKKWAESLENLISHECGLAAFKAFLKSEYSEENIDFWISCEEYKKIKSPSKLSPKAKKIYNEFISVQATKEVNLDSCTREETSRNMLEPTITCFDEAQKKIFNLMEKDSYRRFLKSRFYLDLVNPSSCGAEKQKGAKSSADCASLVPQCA
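MLSMR compounds (23 nl, pin-transferred) preincubated 10 min at room temperature with a 500nM (2x) first reagent, then RGS4 at 900nM (2x) plus Transcreener GDP mix added; fluorescence polarization (620/688 nm) read before and after 90 min at 30 °C.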
ERG-DNA inh = inhibitors of human ERG Ets domain-DNA interaction; P11308; fluorescence polarization, His-ERG Ets domain / labelled DNA; Potency, µM (series often up to 76.9 µM), for inactives: at the top dose FP activity, negative = inhibition, hits mostly inhibitors; actives 0.028% (n = 370,000); AID 624246; active means well fitted inhibition curve with a large enough effect in the polarisation, with a control signal flat; inconclusive means small, poorly fitted or top-dose-only effect, or effect the other way, or a change in a side signal; inactive means no such curve, though single readings can be large or run the other way; the % refers to the polarisation;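 further: polarization taken with two DNA probes labelled with fluorescein and Texas red; potency means the concentration at half of the fitted maximal effect; % of control where 0% means no effect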
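His-tagged ERG Ets domain (1 uM in the protein solution; 300mM KCl, 50mM Tris-HCl, 1mM EDTA, 1mM DTT, pH 7.5) received compound, then a probe mix of 5 nM fluorescein-DNA and 100nM Texas-615-DNA. Fluorescence polarization was read for both dyes.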
D2 agonist = D2 dopamine receptor (human) agonism; HEK293 T-REx D2 cells, calcium flux agonist mode; activation, % at 2 µM; P14416; actives 0.53% (n = 340,000);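 active means activation over 3 SD above normal in the single-dose calcium agonist read, cut at about 30% in these data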; further: 0% is about no effect
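HEK293 Trex D2 cells, tetracycline-induced, o/n 30 C 5% CO2; no-wash Ca dye, RT 30–90 min; 10-cycle baseline, 23 nl cpd added, kinetic Ca read 180 s; agonist hits = positive Ca response.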
LDHA inh = blocks human lactate dehydrogenase A. purified LDHA, NADH/diaphorase-resazurin fluorescence; hits give low values. activity change, % (values are at about 110 or 230 µM). actives 0.15% (n = 480,000). AID 1347041; in the data active means activity change below about -30%; inconclusive means mostly about -25% to -30%;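 further: plate controls were DMSO wells for no effect and wells without enzyme for full effect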
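Human LDH5 at 2 nM final in Tris HCl pH 7.4 with 0.06 mM NADH and 0.2 mM pyruvate, reacted 5 minutes at room temperature. Remaining NADH coupled via diaphorase/resazurin; resorufin fluorescence read at 0 and 20 minutes, normalized to enzyme-free and DMSO wells.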
* hit, by the source's call; i = inactive; u = inconclusive; x = not tested or not shown; & = joins results of further samples; [ ] = dose if it differs, or a comment. Unless noted, the call rests on the fitted dose curve; in most records, active means well fitted curve in the direction sought with a large enough effect; inconclusive means small, poorly fitted or top-dose-only effect, or another doubt; inactive means no such curve, though single readings can be large; an effect the other way counts as inactive or inconclusive. This is a subset, so the mix of outcomes need not match the whole.

SMILES | Vif-A3G inh | Vif-APOBEC3F blk | Glioma ERSR ind | D2 antag | 12-LOX inh | RGS4 inh | ERG-DNA inh | D2 agonist | LDHA inh
CCN(CC)C(=O)C1CCN(S(=O)(=O)c2c(C)noc2/C=C/c2cccc(OC)c2)CC1 | -5% | -2% | -1% | x | -20% | -20% | 1% | 0.0 | 0
C[C@@H]1CC=C[C@@H]2[C@H]1C(=O)N(Cc1ccccc1)[C@H]2c1cccc(C#Cc2ccccc2)c1 | -3% | -1% | -3%&-2% | x | u | -13% | -9% | x | -1
CC(C)(C)c1ccc(CN2N=Nc3ccccc3S2(=O)=O)cc1 | -23% | 0% | -3% | -19 | u | u | -4% | 0.4 | 13
CC(C)(C)C(=O)/C=C/c1ccc(Oc2ccccc2)cc1 | -1% | -3% | -3% | -18 | 2% | 9% | 0% | -1.1 | 3
CCN(C(=O)COc1cccnc1[N+](=O)[O-])C1CCS(=O)(=O)C1 (stereo not drawn) | 0% | 1% | -1% | -2 | -10% | 7% | 5% | 0.6 | -3
O=C(CSc1nc(=O)[nH]c2c1CCC2)Nc1cc(C(F)(F)F)ccc1Cl | 0% | -4% | -1% | x | u | 2% | 11% | 0.3 | 0
CCNC(=S)N/N=C/c1ccc(OCc2ccc(C(=O)OC)cc2)cc1 | 0% | -20% | -4% | -18 | -4% | -12% | 10% | 1.0 | -5
Cc1ccc(OC(C)C(=O)Nc2ccccc2C(=O)N2CCOCC2)cc1 (stereo not drawn) | 0% | -3% | -5% | -5 | x | 0% | 0% | -0.5 | -6
COCCNC(=O)CN(c1ccc(C)cc1)S(=O)(=O)c1ccc(SC)cc1 | -1% | -12% | -1% | -10 | u | -3% | 0% | -0.7 | -7
COc1ccc(N2C(=O)CSC(c3ccccc3)C2=O)cc1 (stereo not drawn) | 2% | 7% | u | -2 | 1% | u | -9% | 0.1 | -3
O=C1CC(=C2c3ccccc3-c3ccccc32)C(=O)N1CCN1CCN(c2ccccc2)CC1 | -4% | -1% | -3% | x | 0% | -31% | 4% | x | 3
O=C(CN1CCN(Cc2ccccc2)CC1)Nc1ccc(Cl)cc1 | 1% | 1% | -2% | 4 | 17% | -9% | 11% | -2.0 | -5
COc1ccc(S(=O)(=O)N2CCCC2)c(Cl)c1Cl | -10% | -2% | 0% | -7 | -6% | -2% | -1% | 1.2 | 2
Cc1ccc(NC(=O)CN2CCN(S(=O)(=O)c3cccs3)CC2)cc1S(=O)(=O)N(C)C | -4% | 2% | -1% | -7 | 0% | 0% | 11% | -0.2 | -3
CCOc1ccc(-c2cc(-c3nc(-c4ccc(C)cc4)no3)[nH]n2)cc1 | -1% | -1% | 0% | x | -7% | -39% | -5% | -0.5 | 0
Cc1ccc(NC(=O)CCCN2C(=O)/C(=C/C=C/c3ccccc3)SC2=S)cc1 | -5% | 0% | 1% | -4 | -15% | u | u | 0.1 | -2
O=C(NNC(=O)C1CC1c1ccccc1)c1cccc([N+](=O)[O-])c1 (stereo not drawn) | 1% | 3% | -3% | -1 | -6% | 11% | -16% | -0.8 | -3
CCOC(=O)COc1ccc(CC)cc1C(=O)c1ccn2nc(-c3ccc(Cl)cc3)cc2n1 | 0% | -24% | -2% | x | -24% | -47% | 5% | 0.6 | -6
CC1=C(C(=O)OCC2CCCCC2)C(c2ccccc2F)CC(=O)N1 (stereo not drawn) | 1% | 2% | -2% | x | -18% | 1% | 0% | 0.0 | -8
S=c1[nH]nc(-c2cccnc2)n1/N=C/C=C/c1ccccc1 | 3% | 0% | 0% | -1 | u | -38% | -2% | 0.0 | -3
CCn1cc(C(=O)OCC(=O)c2cc(C)n(-c3ccc(OC(F)F)cc3)c2C)c(=O)c2ccc(C)nc21 | -4% | -2% | 1% | -15 | -24% | -7% | -2% | -1.8 | 5
O=C(Cn1nnc2c(cnn2-c2ccc(F)cc2)c1=O)OC1CCCCC1 | 1% | 0% | -3% | -5 | -3% | -39% | -1% | 0.2 | -7
CN(C)CCN(C(=O)c1ccc(S(=O)(=O)N(C)CC2CCCO2)cc1)c1nc2cc3c(cc2s1)OCO3 (stereo not drawn) | 0% | 6% | -3% | 0 | -5% | -17% | -6% | -0.4 | 2
COc1ccc(C(c2sc3nc(C)nn3c2O)N2CCCCC2)cc1 (stereo not drawn) | 0% | -8% | 0% | 10 | 3% | 22% | -3% | -0.4 | -10
CCCC1c2ccc(C)n2CCN1C(=O)Nc1ccccc1Cl (stereo not drawn) | -10% | -14% | 9% | 15 | 98%[activator] | 0% | -26% | -0.2 | 0
COc1ccccc1C(=O)N/C(=C/c1ccco1)C(=O)Nc1ccc(C(=O)O)cc1 | -1% | 2% | 1% | 15 | -15% | 1% | 9% | -2.6 | -10
COc1ccc(NC(=O)c2cc(C3CC3)nc3c2c(C)nn3-c2ccc(C)cc2)cc1OC | -1% | 3% | -3% | x | u | -15% | 6% | x | 4
COC(c1ccccc1)(c1ccccc1)C(Oc1nccc(C)n1)C(=O)O (stereo not drawn) | -3% | -10% | -4% | -9 | 0% | -13% | -7% | 1.6 | -13
O=C1Oc2ccccc2C2(O)C3CCCCCC3C12 (stereo not drawn) | -3% | -12% | -2% | -9 | 94% | 7% | 7% | -0.7 | -6
Cn1c(CCCNC(=O)c2ccccc2)nc2ccccc21 | 0% | 2% | -3% | 13 | 19% | 4% | -2% | -0.2 | -3
O=C(c1ccccc1)N1CCN(C(=O)c2cc3ccccc3oc2=O)CC1 | 0% | 2% | -2% | 3 | -11% | -14% | 12% | -0.3 | -3
COc1ccc2c(c1)c(=O)c(C(=O)c1ccc(C)cc1)cn2CC(=O)Nc1ccc(F)cc1 | -8% | -2% | -3% | -4 | -7% | 8% | -6% | 0.7 | -17
O=C1CSC(=O)N1CC(O)COc1ccc(Cl)cc1 (stereo not drawn) | -5% | -8% | 5% | -4 | 7% | 27% | x | -0.8 | -2
Cc1csc(=O)n1CCC(=O)OCC(=O)Nc1ccc(F)c(F)c1F | 1% | 2% | -3% | 11 | 6% | -29% | 4% | -1.4 | -4
Cn1c(=O)c(=O)n(C)c2cc(S(=O)(=O)CCC(=O)Nc3ccc(F)cc3)ccc21 | 0% | 2% | -2% | -1 | -7%&-6% | -12%&-8% | -20%&1% | 0.0&-0.2 | 1&-4
COc1cccc(NC(=O)CSC(N)=O)c1 | -1% | -7% | 8% | 0 | u | -45% | -3% | 0.3 | -5
Fc1ccccc1N1CCN(c2nnnn2-c2ccccc2)CC1 | -8% | 2% | -3% | 12 | 5% | -2% | 7% | 0.3 | -4
Cc1nn(Cc2ccc(C(=O)N3CCOCC3)o2)c(C)c1Br | -2% | -6% | -7% | -1 | 13% | -22% | 15% | 0.3 | 3
Cc1ccccc1-n1c(SC/C(O)=C(\C#N)c2nc3ccccc3[nH]2)nnc1-c1ccncc1 | -16% | x | -4% | 0 | 3% | u | -3% | 0.1 | 1
NCCCNc1ccc([N+](=O)[O-])cc1C(F)(F)F | -1% | 8% | -3% | 5 | -11% | -30% | -2% | -0.2 | -11
Cc1ccc(S(=O)(=O)N2CCN(C(=O)c3n[nH]c(=O)c4ccccc34)CC2)c(C)c1 | 6% | -1% | -5% | 0 | 18% | 29% | 6% | 0.0 | -5
CN(C)c1ccc(/C=N/NC(=O)c2ccn(C)n2)cc1 | 1% | 15% | -6% | 8 | 28% | -3% | -10% | 0.3 | 3
CC(OC(=O)c1ccc(Cl)nc1)C(=O)NC1CCCC1 (stereo not drawn) | 2% | -5% | -2% | -6 | -1% | -12% | -5% | 0.5 | 0
CC(C)(C)OC(=O)N1CCC(c2c(C(=O)NC3CCCCC3)cnn2-c2cccc(Cl)c2)CC1 | 2% | 10% | -4% | x | -8% | 13% | 5% | -2.6 | 1
COc1ccc(-c2nnc(NC(=O)C(C)C)s2)c(OC)c1 | 0% | -10% | 2% | 10 | 10% | -10% | -10% | 0.7 | -2
CC(C)(C)CC(C)(C)c1ccc(O)c(Cc2ccc(Cl)cc2Cl)c1 | -6% | 5% | -4%&-11% | x | -9% | -11% | 13% | x | -23
COc1ccc(CC(=O)Oc2ccc(C(C)(C)C)cc2)cc1S(=O)(=O)N1CCOCC1 | 4% | 8% | -5% | -2 | -6% | -11% | 2% | 0.0 | -2
CN1CCc2c(sc3nc(NN)n(Cc4ccccc4)c(=O)c23)C1 | -11% | 2% | -7% | -13 | i | -40% | 19% | -0.7 | 1
O=C(COc1cccc2c1CCN(Cc1ccccc1)C2=O)NCc1ccco1 | -2% | 6% | -2% | -16 | -6% | -5% | 6% | -0.6 | -8
Cc1ccc(OCC(=O)Nc2ccc3nn(-c4ccc(Cl)cc4)nc3c2)cc1 | -16% | 5% | -3% | x | -25% | 1% | 1% | -0.3 | -3
CC(C)C[C@@H](CO)NS(=O)(=O)c1c(F)cccc1F | 1% | -7% | -1% | x | 26% | 20% | -1% | x | -5
